Screens deposited in PubChem by National Center for Advancing Translational Sciences (NCATS).
GoLoco inh red: qHTS Assay for Inhibitors of RGS12 GoLoco Motif Activity (Red Fluorophore); AID 880, 2007; Gai1:RGS12 GoLoco peptide FP, rhodamine, 10 min; 0.44% of 230,000 active; Potency, µM (titrated, usually from 61.6 µM), for the others: at the top dose activity, negative = inhibition, most hits filed as inhibitors; Guanine nucleotide-binding protein G(i) subunit alpha-1 (Homo sapiens), P63096; active = well fitted inhibition curve with a large enough effect, not every such curve was filed as active; inactive = no such curve, though single readings can be large or run the other way; also: % is scaled to controls: 0 for no effect and ±100 for the full control effect; nearly all actives have a fitted effect of over 30% in size; many of its hits are not listed in these tables
Target sequence (P63096 whole entry, looked up): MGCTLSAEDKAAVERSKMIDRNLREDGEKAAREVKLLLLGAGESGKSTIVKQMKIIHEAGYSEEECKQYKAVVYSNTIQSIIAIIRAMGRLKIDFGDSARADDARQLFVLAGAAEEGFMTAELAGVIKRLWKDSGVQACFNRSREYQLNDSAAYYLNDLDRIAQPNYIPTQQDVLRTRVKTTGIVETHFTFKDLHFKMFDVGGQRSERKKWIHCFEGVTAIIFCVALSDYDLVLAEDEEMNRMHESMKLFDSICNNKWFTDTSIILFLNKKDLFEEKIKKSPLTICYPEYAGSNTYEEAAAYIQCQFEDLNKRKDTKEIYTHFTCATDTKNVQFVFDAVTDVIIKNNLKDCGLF
Epigenetic derep: Quantitative High-Throughput Screen for Regulators of Epigenetic Control; murine LDR cells, GFP reporter derepression, 30 h; 0.2% of 280,000 active; Potency, µM (highest dose often 53.9 µM), for the others: top-dose GFP activation, most hits filed as activators; AID 1865, 2009; also: % of control where 0% means no effect; nearly all actives have a fitted effect of over 60% in size
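GFP-positive cell count by laser-scanning cytometry (objects 20–120 um) after 30 h, 37 C compound exposure of murine LDR cells; reporter is CMV-GFP integrated at a silenced locus, inducible by HDAC or DNMT inhibitors.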
IMPase Li inh: qHTS Assay for Identifying the Cell-Membrane Permeable IMPase Inhibitors: Potentiation with Lithium | CHO-M1 cells, IP1 TR-FRET (IP-One), carbachol + lithium | Potency, µM (doses to about 59.4 µM), for the others: top-dose activity, negative = IMPase inhibition, usual class: inhibitors | 0.35% of 210,000 active;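 also: IP1 builds up when IMPase is blocked and the TR-FRET signal falls; plate controls were basal vehicle for no effect and high inhibitor control for full effect; nearly all actives have a fitted effect of over 50% in size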
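Test compounds were applied to CHO-M1 cells previously cultured for 16–30 h at 2000 per well. A small lithium amount accompanied them; after 30 min at 37C, IP1 was quantified by TR-FRET.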
SMN2 splice up: qHTS Assay for Enhancers of SMN2 Splice Variant Expression; 2.8% of 210,000 active; Potency, µM (series often up to 46.1 µM), for the others: top-dose activity change, positive = activation, hits mostly activators; HEK293 SMN2-luciferase splicing reporter, luminescence, 30-36 h; also: % of control where 0% means no effect; nearly all actives have a fitted effect of over 55% in size
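HEK293 cells carry an SMN2 […]–luciferase reporter in which exon 7 inclusion puts luciferase in frame. Cells were plated 10-12 h before compound addition, then incubated 30-36 h at 37C. ONE-Glo luminescence was read; sodium butyrate at 4.5 mM final served as control.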
KinaseGlo FLuc: Counterscreen for Luciferase (Kinase-Glo TM) Inhibition; 0.28% of 200,000 active; Potency, µM (series often up to 38.3 µM), inactives show at the top dose activity change, negative = inhibition, usual class: inhibitors; Luciferin 4-monooxygenase (Photuris pensylvanica), Q27757; Kinase-Glo luciferase, ATP luminescence, 8 min; AID 1379, 2008; also: % is scaled to controls: 0 for no effect and ±100 for the full control effect; nearly all actives have a fitted effect of over 60% in size
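Inhibition of Kinase-Glo luciferase light generation was assessed at 10 uM ATP in pH 7.2 imidazole buffer, with luminescence measured after eight minutes at ambient temperature.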
NPSR antag: qHTS Assay for Antagonists of the Neuropeptide S Receptor: cAMP Signal Transduction | Q6W5P4 | CHO-NPSR cells, cAMP TR-FRET, antagonist mode | AID 1461, 2008 | 1% of 220,000 active | Potency, µM (titrated, usually from 38.3 µM), inactives show at the highest dose activity change, negative = inhibition, hits mostly inhibitors; also: % is scaled to controls: 0 for no effect and ±100 for the full control effect; nearly all actives have a fitted effect of over 50% in size; many of its hits are not listed in these tables
RECQ1 inh: qHTS Assay for Inhibitors of RecQ-Like Dna Helicase 1 (RECQ1) | ATP-dependent DNA helicase Q1 (Homo sapiens), P46063 | RECQ1 DNA unwinding, red fluorescence kinetic read | Potency, µM (doses to about 57.3 µM), for the others: at the top dose activity, negative = inhibition, hits mostly inhibitors | 0.54% of 240,000 active | AID 2549, 2010;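 also: plate controls were vehicle for no effect and no enzyme for full effect; nearly all actives have a fitted effect of over 30% in size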
Target sequence (P46063 whole entry, looked up): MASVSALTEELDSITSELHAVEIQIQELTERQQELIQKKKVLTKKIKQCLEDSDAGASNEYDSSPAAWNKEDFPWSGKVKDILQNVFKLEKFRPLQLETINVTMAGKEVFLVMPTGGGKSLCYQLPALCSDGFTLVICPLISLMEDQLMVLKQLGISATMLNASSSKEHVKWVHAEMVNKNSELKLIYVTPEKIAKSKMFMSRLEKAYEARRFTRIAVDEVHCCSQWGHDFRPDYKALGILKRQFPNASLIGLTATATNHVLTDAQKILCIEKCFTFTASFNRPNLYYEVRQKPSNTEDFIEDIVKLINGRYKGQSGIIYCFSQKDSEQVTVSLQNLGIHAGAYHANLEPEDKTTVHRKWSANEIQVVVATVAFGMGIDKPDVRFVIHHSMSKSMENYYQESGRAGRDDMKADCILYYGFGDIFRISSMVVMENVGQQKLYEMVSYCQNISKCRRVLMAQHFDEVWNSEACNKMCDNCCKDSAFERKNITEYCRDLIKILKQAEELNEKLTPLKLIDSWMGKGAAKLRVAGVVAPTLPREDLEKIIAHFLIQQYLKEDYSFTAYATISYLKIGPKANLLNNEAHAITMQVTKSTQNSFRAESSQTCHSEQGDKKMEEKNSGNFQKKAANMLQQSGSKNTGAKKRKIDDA
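50 nM RECQ1T1 preincubated 15 min with compound in Tris pH 8.0 buffer with MgCl2, DTT, Tween-20 and 2.5 ug/ml poly(dI-dC); started with 200 nM TAMRA/BHQ-2 forked duplex and 2 mM ATP. Unwinding read as fluorescence (525/598 nm), two reads 2 h apart.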
KDM4E inh: qHTS Assay for Inhibitors of Human Jumonji Domain Containing 2E (JMJD2E); Lysine-specific demethylase 4E (Homo sapiens), B2RXH2; JMJD2E catalytic domain, FDH-coupled NADH fluorescence (FDH is formaldehyde dehydrogenase); Potency, µM (top dose mostly 57.1 µM), without a hit: at the highest dose activity change, negative = inhibition, actives largely listed as inhibitors; 1.6% of 230,000 active; active = well fitted inhibition curve with a large enough effect, not every such curve was filed as active; inconclusive = small, poorly fitted or top-dose-only effect, or another doubt; inactive = no such curve, though single readings can be large or run the other way;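 also: 0% = wells with enzyme and -100% = buffer wells without enzyme; nearly all actives have a fitted effect of over 50% in size; many of its hits are not listed in these tables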
Starred values were filed as active, the others as inactive; i = inactive; ? = inconclusive; nt = not tested or not shown; [ ] = dose if it differs, or a comment. Unless noted, calls follow the shape of the dose curve; as a rule, active = well fitted curve in the direction sought with a large enough effect; inconclusive = small, poorly fitted or top-dose-only effect, or another doubt; inactive = no such curve, though single readings can be large; an effect the other way counts as inactive or inconclusive. Potency is read from the fitted curve at half-maximal effect. This is a subset; the hit share may differ from the screen's.

SMILES	GoLoco inh red	Epigenetic derep	IMPase Li inh	SMN2 splice up	KinaseGlo FLuc	NPSR antag	RECQ1 inh	KDM4E inh
Cc1ccc(O)c(C(=O)c2cc(C#N)c(=O)n(CC3CCCO3)c2)c1 (stereo unspecified)	9%	1.6%	5%[38.3 µM]	-4%	1%	0%[46.1 µM]	-15%	-21%
O=C(c1cccc(-c2ccc(O)cc2)c1)N1CCN(c2ccc(F)cc2)CC1	6%	3.2%	14%	-11%	0%	-32%	0%	4%
Cc1cccc(N2CCN(C(=O)Cn3c(=O)[nH]c4ccsc4c3=O)CC2C)c1 (stereo unspecified)	10%	-2.4%	-11%[38.3 µM]	-21%	1%	-5%[46.1 µM]	-3%	3%
COc1ccc(S(=O)(=O)Nc2cc(C)ccn2)cc1	9%	2.0%	18%[38.3 µM]	17%	1%	1%[46.1 µM]	i	?
O=C(CCn1c(=O)oc2ccccc21)NCCN1CCOCC1	-2%	0.0%	nt	nt	nt	12%	-5%	13%
O=C(c1ccco1)N1CCN(C(=O)c2cc3c(s2)-c2ccccc2OC3)CC1	6%	1.0%	-8%	-5%	0%	-3%	-11%	?
O=C(Nc1ccccc1C(=O)N/N=C/c1ccco1)c1ccccc1	8%	-1.8%	3%	0%	?	-2%	-5%	5%
COCC1CCN(Cc2cn[nH]c2-c2ccc(OC)cc2F)C1 (stereo unspecified)	47%[activator]	0.4%	11%	0%	-3%	-1%	18%	2%
COC(=O)c1sc(SC)c(S(=O)(=O)C(C)C)c1N/N=C(\C#N)C(=O)c1ccccc1	0%	0.0%	nt	nt	nt	47%	-7%	-9%
O=C(Nc1ccnc(-c2ccncc2)n1)c1ccc(F)cc1	-10%	-3.9%	-7%	5%	5%	2%	-5%	-5%
CCOC(=O)C1CCCN(c2cc(=O)n(C3CCCCC3)c(=O)[nH]2)C1 (stereo unspecified)	-1%	-2.8%	2%	-17%	4%	-3%	-4%	3%
CC(C)c1nnc(NC(=O)Cn2nc(-c3ccc4c(c3)OCCO4)ccc2=O)s1	-12%	1.0%	?	19%	-2%	-1%[46.1 µM]	i	?
CC(C)[C@H](NS(=O)(=O)c1ccc2c(c1)OCCO2)C(=O)OCC(=O)Nc1ccccc1Cl	6%	-0.9%	5%	-1%[1.84 µM]	-3%	14%	-3%	-1%
O=C(O)CCN1CCc2ccccc21	-9%	0.4%	-12%[38.3 µM]	12%	12%	-3%[7.67 µM]	-5%	?
CC(C)(C)NC(=O)COC(=O)c1ccc(S(=O)(=O)N2CCCC2)cc1	-5%	-1.3%	-1%	20%	2%	9%	-21%	3%
Cc1nn(-c2nc3ccccc3[nH]2)c(=O)c2ccccc12	7%	0.5%	9%	-98%[inhibitor]	1.4µM*	-12%	i	-2%
CC(C)OC(=O)CSc1nnc(-c2ccccc2)n1N	6%	7.8%	27%[38.3 µM]	10%	-4%	-3%[46.1 µM]	-12%	-6%
CC(=O)C1C(c2ccc(C)cc2)c2c(noc2C)CC1(C)O (stereo unspecified)	-3%	-1.1%	3%	-19%	-2%	28%	2%	3%
CC1CCc2sc3ncnc(N4CCOCC4)c3c2C1 (stereo unspecified)	-3%	1.0%	21%[38.3 µM]	4%	-3%	-13%[46.1 µM]	-1%	5%
C#CCN(C#N)c1nc(NCC)nc(NC(C)C)n1	0%	-2.0%	25%[38.3 µM]	7%	2%	-12%[46.1 µM]	i	-1%
Brc1ccccc1-c1nnc(CSc2nncn2-c2ccccc2)o1	-7%	1.7%	-14%[38.3 µM]	-8%	-1%	4%[46.1 µM]	-19%	7%
O=S(=O)(Nc1ccc2c(c1)nc1n2CCOC1)c1ccc(Cl)cc1	1%	1.0%	4%[38.3 µM]	-25%	-3%	-10%[46.1 µM]	-3%	0%
Cc1nnc(SCC(=O)NCc2ccc3c(c2)OCO3)n1C	2%	2.1%	-6%	-3%	0%	7%	?	8%
N#CCCN(C(=O)COC(=O)Cc1ccc(Br)cc1)c1ccccc1	-1%	6.8%	4%	21%	5%	-6%	-1%	7%
COC(=O)C1=C(C)N(c2cccc3ccccc23)C(=O)C1	9%	-1.1%	30%[38.3 µM]	?	0%	-10%[46.1 µM]	?	?

Molecules shown so far that contain a furan ring, fused or not:
SMILES	GoLoco inh red	Epigenetic derep	IMPase Li inh	SMN2 splice up	KinaseGlo FLuc	NPSR antag	RECQ1 inh	KDM4E inh
O=C(c1ccco1)N1CCN(C(=O)c2cc3c(s2)-c2ccccc2OC3)CC1	6%	1.0%	-8%	-5%	0%	-3%	-11%	?
O=C(Nc1ccccc1C(=O)N/N=C/c1ccco1)c1ccccc1	8%	-1.8%	3%	0%	?	-2%	-5%	5%

3 of the entries above in order of the SMN2 splice up value, low to high.
structure	SMN2 splice up
CCOC(=O)C1CCCN(c2cc(=O)n(C3CCCCC3)c(=O)[nH]2)C1 (stereo unspecified)	-17%
Brc1ccccc1-c1nnc(CSc2nncn2-c2ccccc2)o1	-8%
C#CCN(C#N)c1nc(NCC)nc(NC(C)C)n1	7%

Continued.
SMILES	GoLoco inh red	Epigenetic derep	IMPase Li inh	SMN2 splice up	KinaseGlo FLuc	NPSR antag	RECQ1 inh	KDM4E inh
Cc1ccc(-c2nnn(CC(=O)NCCc3ccc4c(c3)OCO4)n2)cc1	3%	-1.6%	1%	6%	2%	8%	i	5%
COc1ccc(NC(=O)C(C)NS(=O)(=O)c2ccccc2)cc1Cl (stereo unspecified)	8%	9.5%	10%[38.3 µM]	-9%	1%	11%[46.1 µM]	-2%	0%
Cc1ccc(C)c(NC(=O)c2ccc(S(=O)(=O)C(F)F)cc2)c1	10%	0.0%	1%	13%	1%	0%[46.1 µM]	-2%	-4%
Cc1cc(C)c(N(C(=O)c2csnn2)C(C(=O)NC(C)(C)C)c2ccncc2)c(C)c1 (stereo unspecified)	-7%	1.0%	16%	nt	-3%	-21%	0%	-4%
CCOC(=O)/C(N=Nc1ccc(C(=O)O)cc1[N+](=O)[O-])=C(\C)O	4%	0.0%	-5%	-11%	-19%	9%	4%	-8%
N#C/C(=C\c1ccc(N2CCOCC2)o1)C(=O)NC1CCCCC1	5%	4.5%	nt	nt	nt	?	-3%	-9%
C=CCn1c(=O)c2c3c(sc2n2c(Nc4ccc(OC)cc4)nnc12)CCCC3	2%	0.0%	35%[38.3 µM]	9%	0%	?	-3%	-4%
Cc1ccnc(N2C(=O)OC(C)(C)C2(C)O)c1 (stereo unspecified)	13%	-2.0%	2%[38.3 µM]	nt	0%	-12%[46.1 µM]	-1%	9%
CC#CCN1c2ccccc2[C@]23C[C@@H](C(=O)OC)N(C(=O)c4ccc(Br)cc4)C2=NC(C(=O)OC)=C(C(=O)OC)[C@H]13	4%[14.2 µM]	nt	2%	-5%[9.22 µM]	-2%[7.66 µM]	nt	-23%[11.5 µM]	8%[11.4 µM]
Cc1ccc(C(=O)NNC(=S)NC(=O)c2ccc(Cl)cc2)cc1	3%	1.3%	-9%[38.3 µM]	-71%[inhibitor]	-2%	-16%[46.1 µM]	-3%	-84%
COc1cccc(NCCC(=O)c2cccc([N+](=O)[O-])c2)c1	8%	8.9%	1%	nt	-1%	33%	-11%	-10%
Cc1ccc(N(CCC#N)C(=O)CN2C(=O)NC(Cc3ccccc3)C2=O)cc1 (stereo unspecified)	9%	-1.8%	1%	20%	5%	5%	i	-3%
CC(C)CNC(=O)c1ccccc1SCC(=O)NC12CC3CC(CC(C3)C1)C2	nt	-0.9%	nt	nt	nt	-12%[46.1 µM]	-5%	-3%
CCc1c(C)sc(NC(=O)OC)c1C(=O)N1CCCCC1	-38%	-0.3%	-8%[38.3 µM]	-2%	-5%	-21%[46.1 µM]	?	-8%
CCOC(=O)c1c(CN2CCCCC2C)oc2ccc(OC)cc12 (stereo unspecified)	2%	-1.0%	8%[38.3 µM]	-20%	-3%	4%[46.1 µM]	-2%	?
COc1cc(NC(=O)Cc2ccc([N+](=O)[O-])cc2)c(C(=O)O)cc1OC	-11%	0.0%	-1%	13%	-2%	12%	-1%	?
CCc1nc2ccccc2n1CCc1ccccc1	6%	7.5%	3%	-26%	-1%	-10%	?	0%
Cc1cccc(NCC(=O)N/N=C\c2ccccn2)c1	7%	0.2%	5%	8%	-1%	7%	i	5%
COc1ccc(CN2C(=O)CN=C2Nc2cc(C)ccc2C)cc1	7%	-4.9%	4%[38.3 µM]	-21%	0%	-9%[46.1 µM]	-15%	2%
CC(=O)Nc1ccc(C(=O)OC2CCOC2=O)cc1 (stereo unspecified)	-13%	-5.8%	-10%[38.3 µM]	6%	-2%	-2%[46.1 µM]	0%	4%
CCS(=O)(=O)N1CCN(c2ccc([N+](=O)[O-])c(NCc3cccnc3)c2)CC1	9%	1.5%	13%	nt	-1%	28%	-6%	-7%
CCCCOC(=O)Cn1c(=O)c2c(nc3n2CCCCN3c2ccc(C)cc2)n(C)c1=O	10%	-0.6%	3%[38.3 µM]	-39%[inhibitor]	5%	?	-9%	?
COc1ccc(N(CC(=O)NCc2cccs2)S(=O)(=O)c2cccnc2)cc1	4%	0.8%	13%[38.3 µM]	0%	-1%	-3%[46.1 µM]	-7%	-3%
Cc1ccc(S(=O)(=O)N(C)C)cc1NC(=O)C1CCCCC1	-2%	2.2%	nt	nt	nt	-2%	i	-4%
CS(=O)(=O)N(CCc1ccccc1)CC(N)=O	1%	-1.1%	43%[activator][38.3 µM]	13%	1%	-6%[46.1 µM]	1%	6%
COc1ccccc1C1NC(=O)NC(C)=C1C(=O)OC1CCCCC1 (stereo unspecified)	-7%	-1.0%	2%	-1%	-3%	-4%[46.1 µM]	i	9%
O=C(CCn1c(=O)sc2ccccc21)NCc1ccco1	-1%	-1.0%	3%	15%	-1%	0%[46.1 µM]	-7%	1%
CC1(C)S[C@@H]2[C@H](C(=O)O)N=C(Cc3ccccc3)N2[C@H]1C(=O)O	2%[14.2 µM]	nt	10%	-15%[9.22 µM]	-4%[7.66 µM]	nt	nt	nt
OB(O)c1cc2ccccc2o1	-4%	0.1%	-5%	9%	-5%	nt	-3%	?
